Screens as filed in PubChem BioAssay.
Cycloheximide cs: affects cycloheximide protein synthesis inhibition readout, counter-screen; 300,000 compounds, 12% hits; max response, %; AID 2314; cell reporter, cycloheximide protein synthesis inhibition counterscreen; in the data active = max response mostly above about 13%, no sharp cut-off; inactive = mostly below about 14%; also: read at 38.3 µM for the half of the compounds with a filed dose; 0% is about no effect
Shiga toxin inh: Shiga toxin inhibition; Vero cells, Shiga toxin protein synthesis inhibition reporter; inhibition, % at 38.7 µM; 290,000 compounds, 9.2% hits; AID 2315; in the data active = inhibition mostly above about 28%, no sharp cut-off; inactive = mostly below about 43%; also: 0% is about no effect
LmPK inh: LmPK (Leishmania mexicana) enzyme inhibition. purified LmPK, Kinase-Glo ATP luminescence, 1 h. Q27686. Potency, µM (series often up to 57.5 µM), without a hit: at the highest dose activity change, negative = inhibition, hits mostly inhibitors. 290,000 compounds, 0.37% hits; also: potency is read from the fitted curve at half-maximal effect; % is scaled to controls: 0 for no effect and ±100 for the full control effect
Target sequence (Q27686 whole entry, looked up): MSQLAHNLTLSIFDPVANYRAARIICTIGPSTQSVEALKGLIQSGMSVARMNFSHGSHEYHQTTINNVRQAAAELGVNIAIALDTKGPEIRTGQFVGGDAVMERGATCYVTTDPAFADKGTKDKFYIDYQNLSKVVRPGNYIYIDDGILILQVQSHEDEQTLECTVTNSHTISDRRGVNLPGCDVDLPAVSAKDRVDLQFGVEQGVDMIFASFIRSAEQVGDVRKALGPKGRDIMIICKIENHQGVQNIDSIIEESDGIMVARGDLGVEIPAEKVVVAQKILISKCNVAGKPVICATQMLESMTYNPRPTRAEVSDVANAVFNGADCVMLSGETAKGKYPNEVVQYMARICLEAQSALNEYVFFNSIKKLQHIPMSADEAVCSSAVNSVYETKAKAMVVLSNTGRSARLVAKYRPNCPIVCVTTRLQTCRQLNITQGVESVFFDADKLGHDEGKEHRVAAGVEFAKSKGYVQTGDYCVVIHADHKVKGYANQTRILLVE
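qHTS format; LmPK 0.1 nM; substrates PEP 0.5 mM and ADP 0.1 mM. One-hour room-temperature incubation, then coupled luciferase luminescence; 0.5 nM enzyme wells mark activation.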
Pf growth 48h: inhibits P. falciparum growth in the first generation, 48 h. AID 504832. Potency, µM (highest dose often 28.7 µM), without a hit: at the top dose activity change, negative = inhibition, actives largely listed as inhibitors. 310,000 compounds, 5.9% hits. P. falciparum luciferase growth in erythrocytes, 48 h; also: potency is read from the fitted curve at half-maximal effect; % is scaled to controls: 0 for no effect and ±100 for the full control effect
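Luciferase-expressing P. falciparum in infected erythrocytes (2% hematocrit, 0.1% parasitemia final) in RPMI 1640/0.5% Albumax were exposed to compound for 48 hours at 37 C, 5% CO2; growth read as luminescence.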
Pf growth 96h: inhibits malaria parasite growth, 96 h | P. falciparum luciferase reporter growth, 96 h | Potency, µM (series often up to 28.7 µM), inactives show top-dose activity change, negative = inhibition, actives largely listed as inhibitors | 320,000 compounds, 6.9% hits | AID 504834; also: potency is read from the fitted curve at half-maximal effect; % is scaled to controls: 0 for no effect and ±100 for the full control effect
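P. falciparum expressing integrated firefly luciferase, in erythrocytes at 2% hematocrit, 0.05% parasitemia, incubated with compounds 96 h at 37 C, 5% CO2. Growth inhibition read as loss of luminescence; two-generation exposure targets delayed-death apicoplast inhibitors.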
TbPYK inhibitor: inhibitors of Trypanosoma brucei pyruvate kinase | Q57TT1 | AID 624173 | TbPYK enzyme, Kinase-Glo Plus ATP luminescence, 45 min | 410,000 compounds, 0.12% hits | Potency, µM (series often up to 76.8 µM), for the others: top-dose activity, negative = inhibition, usual class: inhibitors; also: potency is read from the fitted curve at half-maximal effect; % is scaled to controls: 0 for no effect and ±100 for the full control effect; nearly all actives have a fitted effect of over 50% in size
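Luminescence from Kinase-Glo Plus, added after a 45-minute room-temperature reaction, served as the end-point read-out. The enzyme and substrate were preincubated with compound before ADP (130 uM final) initiated turnover. Concentration-effect curves came from normalized qHTS data.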
AMA1 RON2 block: AMA1-RON2 (P. falciparum) interaction inhibition; AlphaScreen AMA1-biotinylated RON2 peptide binding; Potency, µM (top dose mostly 58.2 µM), for inactives: top-dose activity change, negative = inhibition, hits mostly inhibitors; 360,000 compounds, 0.2% hits; AID 720542;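 also: potency is read from the fitted curve at half-maximal effect; 0% = vehicle wells and -100% = peptide control; nearly all actives have a fitted effect of over 45% in size; some results filed as inactive show a strong effect at the top dose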
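AMA1 (3D7) with his tag at 25 nM final met compounds first, then biotinylated RON2 peptide at 25 nM; detection used donor plus acceptor beads, 10 µg/mL apiece, read by AlphaScreen after 30 min at room temperature.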
* = called active by the depositor; ? = inconclusive; nt = no result given; [ ] = dose if it differs, or a comment. Unless noted, calls follow the shape of the dose curve; as a rule, active = well fitted curve in the direction sought with a large enough effect; inconclusive = small, poorly fitted or top-dose-only effect, or another doubt; inactive = no such curve, though single readings can be large; an effect the other way counts as inactive or inconclusive.

SMILES | Cycloheximide cs | Shiga toxin inh | LmPK inh | Pf growth 48h | Pf growth 96h | TbPYK inhibitor | AMA1 RON2 block
COC(=O)c1ccccc1COn1c(=O)c[n+]([O-])c2ccccc21 | -2 | 26 | 5% | -1% | nt | -19% | 24%
CCCCSc1nnc(CSc2ncccn2)n1C | 13 | 19 | 4% | -6% | ? | 2% | -18%
O=C(COc1coc(CN2CCCc3ccccc32)cc1=O)Nc1ccccc1 | nt | nt | nt | ? | ? | 5% | 9%
CSc1ccccc1NC(=O)C1CCCN(S(C)(=O)=O)C1 (configuration not stated) | -1 | -3 | -3% | 12% | 0% | 1% | 16%
C=C1CCC[C@]2(C)C[C@H]3OC(=O)C(CN(Cc4ccc(OC)c(OC)c4)CC(C)O)[C@H]3CC12 (some centres not stated) | -7 | -20 | -1% | ? | ? | 0% | -1%
Cn1c(=O)c2c(nc(N3CCC(C(N)=O)CC3)n2CCSc2nc3ccccc3s2)n(C)c1=O | 13 | -14 | -2% | 2.9µM* | 3% | -2% | 1%
COc1ccc(CNS(=O)(=O)c2ccc3oc(C(=O)O)c(C)c3c2)cc1 | -5 | 4 | 2% | -24% | 65%[activator] | -5% | 4%
O=C(NCc1cccs1)C1CCCN(C(=O)Nc2ccc(F)cc2)C1 (configuration not stated) | -7 | 35 | 0% | 7% | -1% | -5% | -1%
Cc1cnc(C(=O)Nc2ccc(C(=O)N3CCCCC3)cc2)cn1 | 6 | 12 | -9% | 8% | 155%[activator] | -4% | 9%
CC(=O)NCCc1ccc(C(=O)CSc2nnc(C3CC3)n2C2CC2)cc1 | nt | nt | nt | 34%[activator] | 10% | -1% | 0%
CCOc1ccc(-c2nnc(N3CCCCC3)c3ccccc23)cc1 | -1 | -3 | 0% | ? | ? | 3% | ?
CCOC(=O)Cc1csc(NC(=O)CSc2nc(-c3ccccc3)c(C#N)c(=O)[nH]2)n1 | -4 | -8 | 2% | 13%[5.75 µM] | 15% | 0% | -18%
Cn1cc(C(=O)C(=O)NC2CCCCC2)c2ccccc21 | 33* | 55* | 2% | 93%[activator] | ? | -3% | -8%
COc1cccc(N(C(=O)Cn2nnc(-c3ccc(F)cc3)n2)C(C(=O)NCC2CCCO2)c2ccc(Cl)cc2)c1 (configuration not stated) | -1 | 20 | 10% | ? | ? | 5% | -7%
CC(C)/C=C/C(=O)N1CCC(N2CCC(C(=O)NCc3ccccn3)CC2)CC1 | 1 | -2 | -2% | -9% | -1% | -1% | 56%[activator]
COc1ccc2c(c1)Cc1sc(NC(=O)c3cccs3)nc1-2 | 74* | 149* | -11% | 5.9µM* | -10% | -12% | -2%
CC[C@H](C)[C@H](NC(N)=O)C(=O)NCCc1ccc(Cl)cc1Cl | 1 | 14 | 3% | 0% | 12% | 0% | 16%
O=C(c1cccc(Cl)c1)N1CCN(Cc2ccncc2)CC1 | 1 | -10 | -8% | -8% | -12% | 7% | -9%
Cc1ccc(OCCC(=O)Nc2ccc(S(=O)(=O)Nc3nccs3)cc2)cc1 | nt | nt | nt | ? | ? | -2% | ?
Cc1ccc(/C=C/C(=O)OC(C)C(=O)Nc2ccc(Cl)cn2)o1 (configuration not stated) | -3 | -5 | -6% | -5% | -3% | ? | -3%
CCc1ccc(Nc2nc3ccccc3c(=O)s2)cc1 | 4 | -1 | 2% | -7% | -24% | -12% | 63%[activator]
CC(c1ccco1)N(C(=O)c1cccc(Br)c1)c1ccccn1 (configuration not stated) | 4 | 9 | -4% | -13% | -13% | -10% | -10%
O=C(CSC1=NCCS1)Nc1nc2ccccc2s1 | 28* | 81* | 3% | 91%[activator] | -11% | -1% | 36%[activator]
Cc1[nH]c2ccccc2c1C(=O)/C=C/c1ccccc1 | 37* | 56* | -3% | 33%[activator] | ? | -19% | -7%
Cc1ccccc1Nc1c(-c2ccccn2)nc2ccccn12 | -4 | -7 | -1% | 2.6µM* | -17% | 0% | -79%
O=C(NCc1ccccc1)NS(=O)(=O)c1ccccc1Cl | 0 | -19 | -13% | 7% | ? | 1% | -13%
COc1ccc(C2CC(c3ccccc3OC(C)=O)=NN2C(=O)/C=C/c2ccccc2)cc1OC (configuration not stated) | 3 | -5 | 0% | 2.6µM* | ? | 0% | -15%
O=C(NCCCN1CCCCC1)C1CCN(c2ncnc3c2nc2n3CCCCC2)CC1 | 3 | -6 | -1% | 1% | -11% | -13% | 17%
Cc1cc(C(=O)Nc2c(C)nn(Cc3ccccc3)c2C)on1 | -4 | 24 | 5% | nt | ? | 2% | -6%
C=CCOc1ccc(/C=C/C(=O)Nc2ccc(C(=O)NC)cc2)cc1 | -5 | -15 | -1% | ? | ? | -9% | -4%
CCOC(=O)C1=C(COC(=O)/C=C/c2ccc(OC)c(OC)c2)NC(=O)NC1C (configuration not stated) | nt | nt | nt | ? | 19% | 6% | -21%
O=C(NCC1CCCN1S(=O)(=O)c1cccs1)c1ccc(F)cc1 (configuration not stated) | nt | nt | nt | ? | -15% | -1% | 1%
CN(CCC1CCOCC1)C(=O)CC1C(=O)NCCN1Cc1cccc(F)c1 (configuration not stated) | -3 | -4 | -5% | ? | 82%[activator] | 3% | 9%
COCCN(C(=O)c1snc(C(N)=O)c1N)C(C(=O)NC1CCCC1)c1cc(OC)c(OC)c(OC)c1 (configuration not stated) | -2 | 2 | -6% | -6% | ? | -3% | 0%
C=CCN1C=C2C(=O)C(C)(OC(=O)c3cccs3)C(=O)C=C2C=C1CCCC(=O)OC (configuration not stated) | -4 | -9 | -4%[11.5 µM] | ? | 37%[activator] | -5% | -10%
CC1CCCC(C)N1CCCNC(=O)Cn1ncc2c3ccccc3n(C)c2c1=O (configuration not stated) | -3 | -1 | 9% | -19% | ? | -4% | -2%
Nc1nc(Nc2ccccc2Br)nc(C(F)(F)F)n1 | 12 | 24 | 0% | 47%[activator] | 10µM* | 1% | -5%
COc1ccc(C2c3[nH]c4ccccc4c3C[C@H]3C(=O)N(CC(C)C)CC(=O)N23)c(OC)c1 (some centres not stated) | -3 | -6 | -3% | ? | ? | -3% | -21%
Clc1cccc(Cc2nn[nH]n2)c1 | -1 | -11 | 0% | 0% | 1% | 8% | 5%
c1ccc(CC(Nc2ccccn2)c2ccccc2)cc1 (configuration not stated) | 18* | 15 | -8% | ? | 15µM* | 5% | -9%
Cn1c(-c2ccccc2)cnc1NCc1cc2c(cc1[N+](=O)[O-])OCO2 | 53* | 60* | 0% | -1% | ? | 3% | -5%
CS(=O)(=O)N(CC(=O)N1CCN(Cc2ccccc2)CC1)c1cccc(F)c1 | -2 | 13 | 1% | 12% | 20% | -4% | 4%
CCCCOC(=O)CSC1=C(C#N)C(c2ccccc2OCC)C(C#N)C(=O)N1 (configuration not stated) | -3 | -7 | 3% | -14% | nt | -9% | -1%
CCOc1ccc(NC(=O)Nc2cc(C)on2)cc1 | 44* | 91* | -6% | 55%[activator] | nt | -4% | 27%
CCc1cc(C(=O)Cc2nc3ccccc3[nH]2)c(O)cc1O | 40* | 143* | 0% | 57%[activator] | -4% | -13% | 75%[activator]
CCOc1ccc(OCc2cccc(C(=O)N(CC)CC)c2)cc1 | 48* | 160* | -3% | nt | 16% | 6% | -3%
COc1cc(C)ccc1OCCOCCOc1cccc2ccc(C)nc12 | -5 | 7 | -2% | -11% | 9% | 18% | ?
CCOc1ccc(C(=O)NCC(=O)NCC(c2ccco2)N2CCCCC2)cc1OCC (configuration not stated) | nt | nt | nt | ? | -18% | 8% | 83%[activator]
COc1ccc(NC(=O)C(=O)N2N=C(C(C)C)CC2(O)C(F)(F)F)cc1 (configuration not stated) | -4 | -11 | 0% | 10% | ? | -7% | 34%[activator]
O=S(=O)(c1cccs1)N1CCCc2ccccc21 | -1 | -4 | 10% | ? | ? | -2% | 9%
COCCNC(=O)c1ccc2c(c1)CCN2S(C)(=O)=O | 0 | -11 | -1% | ? | 5% | 2% | 4%
CCCC(=O)NC(c1ccco1)c1c(O)ccc2ccccc12 (configuration not stated) | 7 | -16 | 7% | ? | ? | -1% | -9%
COc1ccc(-n2cc(-c3ccc(Br)cc3)[nH]c2=S)cc1 | 10 | 10 | 5% | 3% | 4% | -15% | 18%
COc1ccccc1CNC(=O)CSCc1cnn(-c2ccccc2)c1-n1cccc1 | -3 | -8 | 4% | nt | -62% | 1% | -8%
O=C1CN(C(=O)c2ccc3nc(Cc4cccc(Cl)c4)oc3c2)CCN1 | -1 | -15 | -8% | 7% | ? | 2% | 18%
O=C(c1ccc(CS(=O)c2ccc(F)cc2)o1)N1CCN(C2CCCCC2)CC1 (configuration not stated) | -5 | -4 | 0% | 1% | ? | 3% | 2%
COc1cc(C(=O)Nc2ccc(S(=O)(=O)Nc3nccc(C)n3)cc2)cc(OC)c1OC | -1 | -9 | -1% | -13% | 18% | 5% | 0%
COc1ccc(C(C)(C)C)cc1NS(=O)(=O)c1cccc2cccnc12 | -2 | -4 | -1% | 0% | -28% | -16% | 11%
CCN(c1ccccc1)S(=O)(=O)c1ccc(Cl)c(C(=O)NCCc2ccc(OC)cc2)c1 | -2 | 14 | 2% | 11% | ? | 2% | 6%
O=C(C1CCN(C2CCN(Cc3ccc4c(c3)CCO4)CC2)CC1)N1CCCC1 | -3 | -16 | 2% | 6% | 55%[activator] | -2% | 2%

Among those listed so far, these contain a cyano group.
SMILES | Cycloheximide cs | Shiga toxin inh | LmPK inh | Pf growth 48h | Pf growth 96h | TbPYK inhibitor | AMA1 RON2 block
CCOC(=O)Cc1csc(NC(=O)CSc2nc(-c3ccccc3)c(C#N)c(=O)[nH]2)n1 | -4 | -8 | 2% | 13%[5.75 µM] | 15% | 0% | -18%
CCCCOC(=O)CSC1=C(C#N)C(c2ccccc2OCC)C(C#N)C(=O)N1 (configuration not stated) | -3 | -7 | 3% | -14% | nt | -9% | -1%

Further records follow.
SMILES | Cycloheximide cs | Shiga toxin inh | LmPK inh | Pf growth 48h | Pf growth 96h | TbPYK inhibitor | AMA1 RON2 block
Cc1nc2ccccc2c(=O)n1-c1ccc(F)cc1F | 1 | 17 | 1% | 23% | -4% | 0% | -8%
O=C(/C=C/c1cccs1)Nc1nccs1 | 41* | 111* | -4% | 339%[activator] | 354%[activator] | -2% | -1%
CSc1ccc(C#N)cc1NC(=O)c1ccc(Cl)cc1Cl | 6 | -2 | 8% | 11% | 30%[activator] | -12% | 8%
O=[N+]([O-])c1ccc2[nH]c(O)c(N=NC3CCS(=O)(=O)C3)c2c1 (configuration not stated) | 0 | -2 | 1% | 17% | 24% | 1% | 28%

Single records (already shown). Values in the order: Cycloheximide cs | Shiga toxin inh | LmPK inh | Pf growth 48h | Pf growth 96h | TbPYK inhibitor | AMA1 RON2 block
CSc1ccc(C#N)cc1NC(=O)c1ccc(Cl)cc1Cl in the list: 6 | -2 | 8% | 11% | 30%[activator] | -12% | 8%
O=[N+]([O-])c1ccc2[nH]c(O)c(N=NC3CCS(=O)(=O)C3)c2c1 (configuration not stated) in the list: 0 | -2 | 1% | 17% | 24% | 1% | 28%
